RGS4 inh: human RGS4 inhibition. P49798. Transcreener GDP fluorescence polarization, RGS4-accelerated GTP hydrolysis. Potency, µM (highest dose often 114 µM), for the others: at the highest dose activity change, negative = inhibition, usual class: inhibitors. 0.039% of 390,000 active; also: potency is read from the fitted curve at half-maximal effect; % is scaled to controls: 0 for no effect and ±100 for the full control effect; nearly all actives have a fitted effect of over 75% in size; some results filed as inactive show a strong effect at the top dose
Target sequence (P49798 whole entry, looked up): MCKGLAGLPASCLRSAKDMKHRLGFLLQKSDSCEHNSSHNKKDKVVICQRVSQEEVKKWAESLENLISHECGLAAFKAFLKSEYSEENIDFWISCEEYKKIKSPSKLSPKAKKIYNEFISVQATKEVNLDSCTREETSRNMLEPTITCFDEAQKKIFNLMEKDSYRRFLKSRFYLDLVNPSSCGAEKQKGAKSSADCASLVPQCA
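MLSMR compounds (23 nl, pin-transferred) preincubated 10 min at room temperature with a 500nM (2x) first reagent, then RGS4 at 900nM (2x) plus Transcreener GDP mix added; fluorescence polarization (620/688 nm) read before and after 90 min at 30 °C.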
ALOX12 inh: inhibitors of human 12S-lipoxygenase ALOX12. purified 12hLO, xylenol orange hydroperoxide absorbance. Potency, µM (top dose mostly 108 µM), for the others: at the highest dose activity change, negative = inhibition, most hits filed as inhibitors. 1.1% of 580,000 active. AID 1671190; also: potency is read from the fitted curve at half-maximal effect; % is scaled to controls: 0 for no effect and ±100 for the full control effect
Target sequence (P18054 whole entry, looked up): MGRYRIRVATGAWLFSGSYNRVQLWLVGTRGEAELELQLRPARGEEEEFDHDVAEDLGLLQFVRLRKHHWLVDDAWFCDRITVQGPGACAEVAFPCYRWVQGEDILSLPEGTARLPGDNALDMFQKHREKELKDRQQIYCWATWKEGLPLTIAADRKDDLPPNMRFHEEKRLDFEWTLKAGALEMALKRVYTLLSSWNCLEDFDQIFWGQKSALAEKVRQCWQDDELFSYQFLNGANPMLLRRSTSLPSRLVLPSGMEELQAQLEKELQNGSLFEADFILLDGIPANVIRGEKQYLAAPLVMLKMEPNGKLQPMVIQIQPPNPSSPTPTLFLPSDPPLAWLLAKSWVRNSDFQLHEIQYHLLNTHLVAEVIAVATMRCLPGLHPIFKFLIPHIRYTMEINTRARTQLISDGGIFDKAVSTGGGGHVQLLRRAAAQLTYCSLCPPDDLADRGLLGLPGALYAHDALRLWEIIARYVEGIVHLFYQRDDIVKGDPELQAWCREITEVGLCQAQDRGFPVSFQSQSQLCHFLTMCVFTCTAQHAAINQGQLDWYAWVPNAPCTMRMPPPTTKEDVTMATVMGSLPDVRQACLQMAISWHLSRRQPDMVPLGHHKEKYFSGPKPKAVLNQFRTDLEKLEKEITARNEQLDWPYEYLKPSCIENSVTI
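Purified human 12hLO at 150 nM in 25 mM Hepes, 0.01% Triton X-100, pH 7.0, preincubated 15 min at room temperature with compound. Reaction started with 40 uM arachidonic acid, 30 min at room temperature. Hydroperoxide measured by Fe-xylenol orange, 573/405 nm absorbance ratio.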
ERG-DNA inh: inhibitors of human ERG Ets domain-DNA interaction | fluorescence polarization, His-ERG Ets domain / labelled DNA | Potency, µM (doses to about 76.9 µM), without a hit: top-dose FP activity, negative = inhibition, usual class: inhibitors | 0.028% of 370,000 active | AID 624246; active = well fitted inhibition curve with a large enough effect in the polarisation, with a control signal flat; inconclusive = small, poorly fitted or top-dose-only effect, or effect the other way, or a change in a side signal; inactive = no such curve, though single readings can be large or run the other way; the % refers to the polarisation;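 also: polarization taken with two DNA probes labelled with fluorescein and Texas red; potency is read from the fitted curve at half-maximal effect; % of control where 0% means no effect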
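His-tagged ERG Ets domain (1 uM in the protein solution; 300mM KCl, 50mM Tris-HCl, 1mM EDTA, 1mM DTT, pH 7.5) received compound, then a probe mix of 5 nM fluorescein-DNA and 100nM Texas-615-DNA. Fluorescence polarization was read for both dyes.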
HP1b binding inh: blocks HP1-beta chromodomain binding to methylated histone tails | AlphaScreen HP1-beta / biotin-H3K9me3 peptide binding | Potency, µM (highest dose often 114 µM), without a hit: top-dose activity change, negative = inhibition, most hits filed as inhibitors | 0.56% of 390,000 active | AID 540317; also: potency is read from the fitted curve at half-maximal effect; nearly all actives have a fitted effect of over 70% in size; inactives centre near 23
Target sequence (P83916 whole entry, looked up): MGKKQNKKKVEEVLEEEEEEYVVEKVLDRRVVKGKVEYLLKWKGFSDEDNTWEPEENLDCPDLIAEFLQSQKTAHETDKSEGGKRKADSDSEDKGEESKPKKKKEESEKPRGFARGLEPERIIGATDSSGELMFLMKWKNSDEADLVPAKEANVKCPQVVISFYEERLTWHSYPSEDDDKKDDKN
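AlphaScreen: HP1-beta (50 nM) preformed 30 min with biotin-H3(1-18)K9me3 peptide (50 nM) in PBS pH 7.4, 0.01% Tween-20. Compound added for 30 min at RT, then streptavidin donor/nickel chelate acceptor beads (10 ug/mL) for 30 min.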
BAZ2B inh: blocks human BAZ2B; Q9UIF8; AlphaScreen BAZ2B-H3K14Ac peptide displacement; Potency, µM (doses to about 114 µM), for the others: at the top dose activity change, negative = inhibition, actives largely listed as inhibitors; 4.4% of 360,000 active; also: potency is read from the fitted curve at half-maximal effect; % is scaled to controls: 0 for no effect and ±100 for the full control effect; nearly all actives have a fitted effect of over 60% in size
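AlphaScreen displacement of biotin-H3(5-23)K14Ac peptide (50 nM final) from BAZ2B (50 nM final) in PBS pH 7.4, 0.01% Tween-20; complex preformed 30 min RT, then compounds (top 110 uM) 30 min RT, beads 20 min dark.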
JMJD2A Tudor: inhibitors of human JMJD2A Tudor domain; AlphaScreen JMJD2A-Tudor / H3K4me3 peptide binding; Potency, µM (top dose mostly 114 µM), inactives show top-dose activity change, negative = inhibition, hits mostly inhibitors; 4.4% of 390,000 active; also: potency is read from the fitted curve at half-maximal effect; % is scaled to controls: 0 for no effect and ±100 for the full control effect; nearly all actives have a fitted effect of over 50% in size
PI4K2A block: PI4K2A (human) kinase inhibition; Q9BTU6; purified PI4K2A, ADP-Glo luminescence, 1 h; stronger effect = lower value; activity change, negative = inhibition, % at 76.9 µM; 0.13% of 420,000 active; AID 1346378; in the data active = activity change below about -50%; inconclusive = mostly about -30% to -49%;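 also: -100% = wells without enzyme as full effect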
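ADP-Glo luminescence measured ADP generated by PI4K2A enzyme (4 ug/mL before mixing) with 1.2 mM PI substrate (pre-mix) and 300 microM ATP (pre-mix). Tris pH7.5 buffer with MgCl2, Triton X-100; 1 h reaction at ambient temperature.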
GLS inhibitor: glutaminase GLS (human) inhibition. O94925. GLS enzymatic activity, qHTS titration. Potency, µM (top dose mostly 45.5 µM), for the others: at the highest dose activity change, negative = inhibition, usual class: inhibitors. 0.21% of 410,000 active; also: potency is read from the fitted curve at half-maximal effect; % is scaled to controls: 0 for no effect and ±100 for the full control effect
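Read-out is an Amplex red fluorescence increase coupled through glutamate oxidase and HRP, measured before and after 30 min room-temperature incubation. hKGA is in 45 mM KH2PO4 (pH 8.2) with 0.02% Tween-20; glutamine added as 1mM solution.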
G9a block: blocks human histone lysine methyltransferase G9a; Q96KQ7; G9a H3K9 monomethylation, AlphaScreen, 2 h; Potency, µM (series often up to 102 µM), inactives show at the highest dose activity, negative = inhibition, actives largely listed as inhibitors; 8.8% of 350,000 active; also: potency is read from the fitted curve at half-maximal effect; % is scaled to controls: 0 for no effect and ±100 for the full control effect; nearly all actives have a fitted effect of over 75% in size
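Chemiluminescent proximity detection of H3K9 monomethylation, read after 10 min bead incubation in the dark. Reaction: 20 nM G9a, 500 nM biotin-H3K9 peptide, 20 uM SAM cofactor, 2 h, room temperature, following 15 min enzyme-compound preincubation.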
An asterisk follows results filed as active; ? = inconclusive; nt = no result given; & = joins results of further samples; [ ] = another dose, or the depositor's remark. Unless noted, calls follow the shape of the dose curve; as a rule, active = well fitted curve in the direction sought with a large enough effect; inconclusive = small, poorly fitted or top-dose-only effect, or another doubt; inactive = no such curve, though single readings can be large; an effect the other way counts as inactive or inconclusive. An excerpt, so the mix of outcomes need not match the whole.

SMILES | RGS4 inh | ALOX12 inh | ERG-DNA inh | HP1b binding inh | BAZ2B inh | JMJD2A Tudor | PI4K2A block | GLS inhibitor | G9a block
[O-][n+]1c2ccccc2[n+]([O-])c2cc(O)ccc21 | -48% | ? | 15% | 45µM* | 40µM* | 79µM* | -4 | 120%[activator] | 1.4µM*
CCOc1ccc2nc(SCC(=O)Nc3ncccn3)[nH]c2c1 | -10% | -8% | -10% | 13% | -3% | -10% | 6 | 7% | ?
CCC(=O)OCCCNc1nc(-c2ccc(Cl)cc2)nc2ccccc12 | 9% | -7% | -1% | 91%[activator] | 29% | 43%[activator] | -7 | 2% | -6%[59 µM]
O=C(c1ccccc1NS(=O)(=O)c1cccc([N+](=O)[O-])c1)N1CCCC1 | 4% | 0% | -3% | 47%[activator] | 0% | -4% | 3 | 5% | 85%[activator]
CS/C(N)=N/N=C/c1cc(C)ccc1O | 9%[11.4 µM] | -10% | 5% | 5% | -11% | 5%[11.4 µM] | -7 | 33%[activator] | nt
Cc1cc(C)n2ncc(/C(N)=N/OC(=O)Nc3ccc(Cl)cc3)c2n1 | 9% | ? | 19% | 47%[activator] | -27% | -6% | 0 | 9% | -25%
COc1ccc(/C=C/C(=O)NCCCN2CCCC2)cc1 | -3% | -38% | -4% | 24% | -17% | 3% | 5 | -7% | ?
O=C(CN1CC[n+]2c(-c3cccs3)csc21)c1ccc(Br)cc1 | -24% | -23% | 11% | 1% | -22% | -34% | 2 | ? | 16%[59 µM]
CC(OC(=O)c1nccnc1N)C(=O)Nc1ccc(S(=O)(=O)N2CCCC2)cc1 (stereo unspecified) | 22% | 5% | -2% | 7% | 7% | -5% | 0 | 7% | -14%
COc1ccccc1NC(=O)c1cc2ccc(O)cc2o/c1=N\O | -20% | -9% | 5% | 52% | -10% | ? | 0 | -7% | ?
CCCN(CCC)CCCNS(=O)(=O)c1ccc2c(c1)oc(=O)n2C | -18% | 0% | -3% | 18% | 12% | -23% | -2 | -7% | 5%[59 µM]
Cc1ccc(NC(=S)N(C)C(c2ccccc2)c2ccccc2)cc1C | 11% | 0% | -6% | 26% | -11% | -14% | 4 | -14% | -8%
OC(COc1ccc(Cl)cc1)CN1CCN(c2ccccn2)CC1 (stereo unspecified) | 4% | 0% | -6% | 14% | nt | -10% | -1 | -9% | nt
O=C(CN1CCN(c2cnn(-c3ccccc3)c(=O)c2Cl)CC1)NC1CCS(=O)(=O)C1 (stereo unspecified) | -16% | 2% | -4% | 19% | 1% | -11% | 6 | 4% | 45µM*
CCC(C)(C)n1nnnc1C(c1ccc(Cl)cc1)N1CCN(C)CC1 (stereo unspecified) | 0% | ? | -7% | 21% | ? | -21% | 11 | -2% | -49%[12.7 µM]
O=C(COc1ccc(/C=N/NC(=O)c2cccnc2)cc1)Nc1ccccc1 | -24% | -5% | 1% | 8% | -26% | -22% | -3 | -21% | -42%
Cc1sc2c(c1C)c(=O)n(Cc1ccccc1)c(=O)n2Cc1ccc(F)cc1 | 25% | 0% | 1% | 12% | 2% | -7% | -3 | 0% | -4%[59 µM]
CCc1nn2c(=O)cc(COC(=O)COc3ccc(OC)cc3)nc2s1 | 20% | -20% | 0% | ? | -7% | -17% | 4 | -13% | 7%[59 µM]
CCOc1ncccc1C(=O)OCC(=O)N1CCC(C)CC1 | 3% | ? | 13% | 25% | nt | -2% | -3 | 1% | nt
O=C(Nc1ccc(O)cc1)/C(=C\C=C\c1ccccc1)NC(=O)c1ccccc1 | 23% | 0% | -5% | 2% | ? | -35% | 2 | 5% | ?

The last two compounds of the section before are carried over, then new ones follow:
SMILES | RGS4 inh | ALOX12 inh | ERG-DNA inh | HP1b binding inh | BAZ2B inh | JMJD2A Tudor | PI4K2A block | GLS inhibitor | G9a block
CCOc1ncccc1C(=O)OCC(=O)N1CCC(C)CC1 | 3% | ? | 13% | 25% | nt | -2% | -3 | 1% | nt
O=C(Nc1ccc(O)cc1)/C(=C\C=C\c1ccccc1)NC(=O)c1ccccc1 | 23% | 0% | -5% | 2% | ? | -35% | 2 | 5% | ?
Clc1cc(NCc2ccccc2)ncn1 | -22% | 8% | -9% | 46%[activator] | -3% | 10% | -5 | -5% | 9%[2.33 µM]
COc1ccccc1N1C(=O)N(CC(=O)C(C)(C)C)c2ccccc2S1(=O)=O | 13%&12% | 0%&-1% | -4%&6% | 36%&28% | -2%&-3% | -15%&-3% | 4&1 | -11%&8% | 63%[activator]
CN(CC(=O)Nc1c(Cl)cccc1Cl)C(=O)c1cccc(S(=O)(=O)NCc2ccccc2)c1 | -4% | 11% | -11% | 21% | -22% | -2% | 3 | -7% | -7%
COC(=O)C1C(=O)C2=C(CC1C)NC(=O)CC2c1ccc(F)cc1 (stereo unspecified) | -4% | 0% | ? | 4% | -3% | -8% | 4 | 0% | 26%[12.7 µM]
COc1cccc(OC)c1C(=O)NC(=S)NCc1ccccc1 | ? | 2% | 1% | -10% | -1% | -21% | 1 | 1% | -5%
CC(C)c1ccc(C2c3[nH]c4ccccc4c3C[C@H]3C(=O)N(c4ccccc4C(=O)N4CCC(C(=O)O)CC4)C(=O)N23)cc1 (stereo partly specified) | -1% | -24% | 1% | 13% | -10% | -31% | 0 | 1% | -5%[12.7 µM]
COc1ccc(C(C(=O)NC2CCCCC2)N(Cc2ccco2)C(=O)CNC(=O)c2ccco2)cc1 (stereo unspecified) | 9% | 0% | 3% | 29% | nt | -7% | -7 | 7% | nt
c1csc(CSc2nc3ccccc3s2)c1 | -10% | 16% | nt | 180%[activator] | 400%[activator] | 160%[activator] | -2 | 0% | 313%[activator]
O=C(NCc1ccc2c(c1)OCO2)C1CCC(CNc2c(N3CCCC3)c(=O)c2=O)CC1 (stereo unspecified) | -2% | -2% | -2% | 22% | -4% | -17% | 2 | 21% | -13%[59 µM]
Cc1cc(S(=O)(=O)N2CCOCC2)c(C)s1 | -21% | 6% | 9% | 26% | -10%[57.1 µM] | 0% | 2 | 3% | ?
Cc1cc(C(=O)OCC(=O)NC(C)(C)C)c2ccccc2n1 | 1% | 2%&16% | -4% | 15% | -3% | -5% | -1 | 4% | 3%[2.33 µM]
CCOC(=O)c1cn(Cc2ccc(Cl)cc2Cl)c2cc(C)nn2c1=O | -11% | 0% | 3% | 32% | -1% | -5% | -2 | -1% | 1%
Cc1ccc(OCCOC(=O)c2cccc(S(=O)(=O)N3CC(C)OC(C)C3)c2)cc1 (stereo unspecified) | 8% | 2% | -8% | 41%[activator] | 18% | 5% | -1 | -1% | 54%[activator][59 µM]
Cc1ccc(S(=O)(=O)CCc2nnc(NC(=O)c3ccccn3)s2)cc1 | -12% | nt | 5% | 47%[activator] | 3.2µM* | 11µM* | -20 | -17% | 12%
COc1ccc(CC(=O)Nc2cccc(C(=O)O)c2C)cc1 | -19% | -28% | 5% | 17% | 6% | -17% | 6 | 0% | ?
COc1nc(NCCO)nc(Nc2ccccc2F)n1 | ? | 1% | 2% | -7% | -17% | -23% | 2 | 45%[activator] | -1%[59 µM]
COc1ccc(-c2[nH]ncc2CN2CCN(Cc3cccs3)CC2)cc1F | -11% | 1% | -4% | 23% | ? | -29% | 0 | -5% | 0%[12.7 µM]
COc1ccc(-c2[nH]ncc2C=O)cc1OC | 4% | -8% | -7% | 26% | -14% | 3% | -1 | 8% | 11%[59 µM]
COc1ccccc1NC(=O)CCSc1ccc(C)cc1 | -13% | -12% | 1% | 97%[activator] | 11% | 32% | 0 | 6% | 116%[activator]
CN1CCN(CCCNC(=O)c2ccc3c(c2)N(Cc2ccccc2)CCS3)CC1 | -9% | 56%[activator] | -2% | 6% | -12% | ? | -2 | 22% | 79µM*
COc1ccc(CN(C)CC2CCCN(CCc3ccc(F)cc3)C2)c(OC)c1OC (stereo unspecified) | 44% | 12% | 1% | 15% | -7% | -20% | 3 | 2% | 34%
CCOc1ccccc1Oc1c(C)oc2c(CN3CCN(CCO)CC3)c(O)ccc2c1=O | 10% | -26% | -2% | 8% | -11% | -9% | 0 | 22% | 2%
CCN1CCN(c2nc3sc4c(c3c3ncnn23)CC(C)CC4)CC1 (stereo unspecified) | -17% | 0% | 8% | -17% | 7% | ? | 4 | 10% | -5%[59 µM]
COc1ccc(-n2c(SCC(=O)Nc3ccc([N+](=O)[O-])cc3OC)nc3ccccc32)cc1 | -12% | -8% | 2% | 23% | -26% | -3% | 2 | -5% | ?
COC(=O)c1cccc(C(=O)N2CCCC(Nc3ccc(C)c(C)c3)C2)c1 (stereo unspecified) | -19% | -26% | -4% | 9% | ? | -32% | -1 | 1% | 50µM*
COc1cccc(C(=O)NC(=O)Nc2ccc(-n3nc(C(F)(F)F)cc3C(F)(F)F)cc2)c1 | 20% | 2% | 4% | 23% | -14% | -13% | -9 | 1% | -31%[59 µM]
CCCCNC(=O)[C@@H](c1ccccc1)N1Cc2ccccc2C1=O | -5% | -1% | 0% | 43%[activator] | -2% | -9% | -2 | -1% | 8%[59 µM]
COc1ccc2[nH]c3c(c2c1)CCN1C(=O)C(CC(=O)NCCc2ccccn2)C[C@H](C(=O)N2CCCCC2)[C@@]31CCc1ccccc1 (stereo partly specified) | 7% | ? | -8% | 6% | nt | ? | -1 | 0% | nt
